Screens from PubChem BioAssay.
Thrombin inh – human alpha-thrombin inhibitors, primary screen, counter-screen for coagulation protease inhibitor project, biochemical, 1536-well, fluorogenic AMC substrate; Prothrombin (Homo sapiens), P00734; Boc-VPR-AMC fluorogenic substrate cleavage; inhibition, % at 5 µM; 0.26% of 220,000 active;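 active = inhibition at or above 40%; inactive = inhibition below 40%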;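 also: 0% = enzyme with no compound and 100% = wells without enzyme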
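Material: human alpha-thrombin protein. Incubation: reaction at ambient temperature. Technique: fluorescence of released AMC, ex 355 nm, em 460 nm. Control set: no-compound enzyme wells and no-enzyme blanks. Also added: Boc-VPR-AMC substrate, 15 µM final. Buffer or medium: pH 7.5 Tris (50 mM) with NaCl 150 mM, Tween 20 0.05%.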
L929 necroptosis – inhibitors of zVAD-triggered necroptosis, primary screen, L929 cells. L929 zVAD necroptosis rescue, ATP luminescence, 24 h; with zVAD 60 µM. viability rescue, % at 10 µM. 0.38% of 220,000 active. AID 1377, 2008;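 active = activation, scaled between plate controls, above about 75%, limit read from the data; inactive = activation under that limit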;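 also: 0% = zVAD with DMSO and 100% = DMSO alone without zVAD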
KCC2 mod – KCC2 cotransporter modulators, thallium flux, primary screen, cell-based, HEK293 KCC2, FluoZin-2 fluorescence, MLSMR | KCC2 cells, thallium flux FluoZin-2 fluorescence | B-score of Tl+ flux slope (higher = more flux/activation; lower = inhibition) at 10 µM | AID 1456, 2008 | 2.2% of 190,000 active | Solute carrier family 12 member 5 (Homo sapiens), Q9H2X9;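 active = thallium flux slope and its plate-corrected score both differing from the plate sample mean at a set confidence after two filtering rounds, in either direction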;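 also: slope of fluorescence scaled to starting intensity during 10 to 20 s after thallium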
FXIa inh – human FXIa protease inhibitors, primary screen, biochemical, 1536-well. purified FXIa, Boc-Glu-Ala-Arg-AMC fluorogenic substrate. 0.14% of 220,000 active. inhibition, % at 5 µM. Coagulation factor XI (Homo sapiens), P03951;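 active = inhibition of at least 40%; inactive = inhibition below 40%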;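 also: fluorescence of freed AMC excited at 355 nm; 0% = enzyme without compound and 100% = no enzyme blank; many of its hits are not listed in these tables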
Hck Nef HTS – inhibitors of Nef-activated human Hck kinase, primary screen, biochemical, Z-Lyte FRET, 384-well, Hck-YEEI; Recombinant Hck-YEEI plus Nef, Z-Lyte FRET kinase assay; Tyrosine-protein kinase HCK (Homo sapiens), P08631; 0.68% of 220,000 active; inhibition, % at 20 µM; AID 463187, 2010;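 active = Hck-Nef kinase inhibition above about 50%, limit read from the data; inactive = inhibition below that limit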;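 also: 0% = DMSO with Hck plus Nef and 100% = Hck alone without Nef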
Rad51 HR inh – human RAD51 strand exchange inhibitors, primary screen, biochemical, fluorescence | DNA repair protein RAD51 homolog 1 (Homo sapiens), Q06609 | hRad51 DNA strand exchange, fluorescence dequenching | AID 1385, 2008 | 0.085% of 200,000 active | inhibition, % at 10 µM;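 active = inhibition above 40% at the single screening dose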;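 also: 0% = DMSO control wells and 100% = blanks with heterologous ssDNA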
Target sequence (Q06609 whole entry, looked up): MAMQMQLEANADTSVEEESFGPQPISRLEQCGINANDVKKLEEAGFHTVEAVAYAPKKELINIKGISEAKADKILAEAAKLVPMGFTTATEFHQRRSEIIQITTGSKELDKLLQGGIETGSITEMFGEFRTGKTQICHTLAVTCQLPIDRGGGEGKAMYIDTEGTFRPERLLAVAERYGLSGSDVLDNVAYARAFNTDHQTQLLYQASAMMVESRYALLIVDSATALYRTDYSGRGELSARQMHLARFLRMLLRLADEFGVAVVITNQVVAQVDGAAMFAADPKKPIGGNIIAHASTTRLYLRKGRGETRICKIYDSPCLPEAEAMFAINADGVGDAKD
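Read-out basis: percent inhibition relative to plate controls and blanks / Assay system: human Rad51 nucleoprotein filaments preassembled on unlabelled ssDNA / Timing: filaments 15 min 37 °C, then compound 30 min / Control set: per-plate controls and blanks / Technique: fluorescence dequenching at 485/520 nm / Compound: 10 µM final, single point / Also added: Fluorescein- and BHQ1-tagged 47-mer duplex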
FXIIa inh – human FXIIa protease inhibitors, primary screen, biochemical, 1536-well; purified FXIIa, Boc-QGR-AMC fluorogenic substrate, 2 h; Coagulation factor XII (Homo sapiens), P00748; inhibition, % at 5 µM; 0.3% of 220,000 active; in the data active = inhibition above about 40%;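 also: 0% = enzyme with no compound and 100% = blank without enzyme; many of its hits are not listed in these tables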
Target sequence (P00748 20-372 limits assumed): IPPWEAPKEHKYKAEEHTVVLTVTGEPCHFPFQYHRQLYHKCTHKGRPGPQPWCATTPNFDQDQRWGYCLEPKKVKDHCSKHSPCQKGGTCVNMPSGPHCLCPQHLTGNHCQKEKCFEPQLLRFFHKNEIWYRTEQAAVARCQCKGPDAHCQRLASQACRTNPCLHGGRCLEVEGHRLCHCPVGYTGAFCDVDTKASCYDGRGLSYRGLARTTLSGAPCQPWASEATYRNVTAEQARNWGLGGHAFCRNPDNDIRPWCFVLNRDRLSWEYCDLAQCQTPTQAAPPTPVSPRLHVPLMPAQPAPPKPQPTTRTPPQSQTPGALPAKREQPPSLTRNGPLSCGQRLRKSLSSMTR
Target sequence (P00748 373-615 limits assumed): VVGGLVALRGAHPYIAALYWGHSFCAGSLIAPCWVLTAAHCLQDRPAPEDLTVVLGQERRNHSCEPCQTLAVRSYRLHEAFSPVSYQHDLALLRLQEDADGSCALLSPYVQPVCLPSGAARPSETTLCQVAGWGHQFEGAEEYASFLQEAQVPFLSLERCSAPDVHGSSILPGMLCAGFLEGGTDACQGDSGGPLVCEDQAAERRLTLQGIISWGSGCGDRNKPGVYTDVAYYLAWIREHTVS
KLK5 inh – human KLK5 protease inhibitors, primary screen, biochemical, 1536-well. recombinant hK5, fluorogenic AMC substrate cleavage. 0.59% of 210,000 active. inhibition, % at 5 µM. AID 873, 2007;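 active = inhibition of 40% or more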;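 also: 0% = enzyme controls without compound and 100% = no-enzyme blanks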
TNF death inh – inhibitors of TNF-alpha triggered necroptosis, primary screen, cell-based, Jurkat FADD-/-, single concentration. Jurkat FADD-/- TNF necroptosis rescue, ATP luminescence, 24 h; 0 = TNF only, 100 = no-TNF cells. activation (protection from cell death), % at 10 µM. 0.068% of 220,000 active. AID 463075, 2010;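 active = activation, meaning protection from cell death, of at least 50% relative to plate controls; inactive = activation below 50%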;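 also: necroptosis triggered by 40 ng/mL TNF-alpha added together with compound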
Active calls of the source: *; . = no result given. These rows are one share of the data; count on the stated rates, not on these rows.

No. | mol | KLK5 inh | Rad51 HR inh | FXIIa inh | Hck Nef HTS | Thrombin inh | FXIa inh | KCC2 mod | L929 necroptosis | TNF death inh
1 | COc1cccc(OC)c1C(=O)OCC(=O)/C(C#N)=C(\C)N | 0.9 | 11.6 | 6.5 | 22.0 | -7.9 | 4.2 | 0.978 | 2.1 | 0.2
2 | C=CCc1cccc2cc(C(=O)N(CC)CC)c(=O)oc12 | -25.2 | -7.0 | 7.5 | 0.2 | -2.2 | -2.8 | -0.94 | -0.1 | -2.0
3 | Nc1ccc(N2CCOCC2)c(S(=O)(=O)Nc2cc(Cl)ccc2Cl)c1 | -2.9 | 1.4 | 5.3 | -0.7 | -14.1 | -1.5 | 1.63 | 0.5 | 0.4
4 | CCCC(=O)N/C(N)=N/c1nc(C)c2cc(C)ccc2n1 | -0.1 | 3.5 | 6.2 | 7.7 | 0.1 | 2.0 | -1.29 | -0.4 | 1.8
5 | CCC(CNc1cc(OC)cc2cccnc12)NC1CCCCC1 (stereo not drawn) | 15.4 | -45.7 | 6.0 | -0.7 | -3.0 | 2.4 | 0.623 | -3.9 | -27.8
6 | COc1cc(/C=C2/CC/C(=C/c3ccc(O)c(OC)c3)C2=O)ccc1O | -1.3 | . | 0.2 | 10.5 | -14.1 | -0.3 | -3.22 | 4.7 | -25.3
7 | O=C(CN(Cc1ccco1)C(=O)Cn1nnc(-c2ccc(F)cc2)n1)NC1CCCC1 | -6.2 | . | 13.3 | -1.3 | 4.6 | 2.6 | -1.31 | 0.2 | -2.2
8 | CCOc1ccc(C(=O)Nc2c3c(nn2-c2cccc(Cl)c2)CS(=O)C3)cc1 (stereo not drawn) | -3.1 | -3.9 | 14.2 | -8.6 | 2.5 | 7.8 | -0.695 | -0.7 | 2.0
9 | CCN(CC)CC#CCC(O)(c1ccccc1)c1ccc(Br)cc1 (stereo not drawn) | -4.6 | -5.4 | 0.9 | 13.4 | -2.7 | -5.8 | -0.903 | -0.6 | 5.2
10 | CCC(=O)c1ccccc1OCCSc1nc(C)cc(=O)[nH]1 | 145.7* | -14.2 | -0.1 | 7.8 | 2.2 | -1.9 | . | -0.7 | -0.1
11 | Cc1nc2cc3c(cc2s1)OCO3 | -3.5 | . | 1.0 | 13.6 | -13.3 | -3.8 | -0.0193 | 0.0 | 0.0
12 | Cc1c(C(=O)OC/C(O)=C(\C#N)c2nc3ccccc3[nH]2)oc2ccc(Br)cc12 | -9.0 | -62.0 | 1.7 | 39.4 | -7.3 | 1.8 | 0.00981 | 0.2 | -4.7
13 | CCCONC(=O)Nc1ccccc1[N+](=O)[O-] | -2.8 | 0.6 | 23.9 | 0.6 | -4.2 | 22.5 | -0.689 | 1.2 | -0.5
14 | Cc1ccc(C(=O)NCC(=O)NCCc2ccc(S(N)(=O)=O)cc2)s1 | -4.8 | -26.6 | 1.1 | -3.1 | -5.4 | 5.0 | -0.144 | 1.0 | 2.0
15 | O=C1c2ccccc2C(=O)C12Cc1ccccc1N1CCN(c3ccccc3)CC12 (stereo not drawn) | -6.5 | -34.3 | -2.8 | 0.5 | -15.7 | -7.7 | 0.653 | -0.8 | 0.7
16 | Cn1c(N)c(C(=O)CSc2ccccn2)c(=O)n(C)c1=O | -7.1 | . | -0.9 | -2.0 | -3.6 | -8.3 | -0.426 | 0.5 | 0.3
17 | Oc1ccc(O)c(Cc2nc3ccccc3[nH]2)c1 | -2.5 | -2.1 | 10.1 | 17.1 | -12.4 | -1.1 | -0.619 | 68.9 | -4.2
18 | Cc1c(C(=O)N2CCN(c3ccccn3)CC2)sc2ncnc(N3CCOCC3)c12 | -37.6 | 5.0 | 6.4 | 0.5 | -4.5 | -0.6 | . | -0.5 | 0.3
19 | O=C1CC(Sc2ccc(Cl)cc2)C(=O)N1c1ccc2c(c1)OCCO2 (stereo not drawn) | 53.1* | -10.0 | 16.9 | -3.5 | 37.1 | 43.9* | -0.295 | -0.2 | -12.1
20 | CCn1cc(CN2CCCC(C(=O)c3ccc(-c4ccccc4)cc3)C2)cn1 (stereo not drawn) | . | . | 7.7 | 17.4 | -10.5 | -3.5 | -1.58 | -1.2 | -0.1
21 | Cc1ccc(OCC(=O)N/N=C/c2cn[nH]c2-c2ccc(Cl)c(Cl)c2)cc1 | 4.8 | 9.9 | 7.2 | 3.2 | -0.2 | 0.2 | -0.663 | 1.2 | -6.7
22 | CCS(=O)(=O)Nc1cc(C(=O)OC)ccc1C(=O)OC | -10.2 | 4.6 | 14.2 | 6.0 | 3.6 | 5.7 | . | -0.2 | -0.5
23 | O=C(N/N=C/c1c[nH]c2ccccc12)C1COc2ccccc2O1 (stereo not drawn) | -2.5 | 19.2 | -0.8 | 3.7 | -5.7 | -4.3 | -1.79 | 2.7 | -1.4
24 | CCOC(=O)c1ccc(-n2c(C)nc3c(cnn3-c3ccccc3C)c2=O)cc1 | -3.9 | 2.4 | 7.9 | 27.5 | -3.6 | 0.8 | -0.849 | 2.1 | 0.2
25 | CCOC(=O)c1sc(NCc2ccco2)c(-c2nc3ccccc3s2)c1N | 10.8 | -21.1 | 4.9 | 0.6 | -4.2 | -4.9 | -0.236 | 10.4 | 3.4
26 | O=C(CCc1nc(-c2ccc(Cl)cc2)no1)NCC1CCCO1 (stereo not drawn) | -7.0 | 5.7 | 0.6 | -17.7 | -2.2 | -3.6 | -0.646 | 1.5 | 0.5
27 | CCCCC(=O)NC(Nc1cc(C)ccn1)(C(=O)OCC)C(F)(F)F (stereo not drawn) | -8.7 | 1.5 | 20.1 | 1.0 | 2.5 | -0.6 | 0.269 | -0.1 | -0.5
28 | Cc1cc(OCc2cccc(Cl)c2)c(C)cc1CN1CCOCC1 | . | . | 10.9 | 5.7 | -0.4 | 0.7 | -0.138 | 0.6 | 0.5
29 | O=C(NCc1n[nH]c(=S)n1-c1ccc(Cl)c(Cl)c1)c1ccc(S(=O)(=O)N2CCOCC2)cc1 | -10.2 | 13.9 | 2.3 | 18.7 | 1.6 | -0.8 | 0.113 | 1.0 | -0.1
30 | CCOc1ccc(C(C)=O)cc1CSc1nnnn1-c1ccc(O)cc1 | -16.6 | 1.1 | 9.6 | 0.2 | 0.6 | 1.1 | 0.0628 | -0.2 | -1.5
31 | Cc1cccc(NC(=O)c2onc3c2CCCC3)n1 | -15.7 | -23.9 | 1.7 | 1.1 | -8.6 | 1.1 | 0.777 | -0.2 | -4.0
32 | C=C(C)CSc1nnc2n(Cc3ccccc3)c(=O)c3c4c(sc3n12)CCC4 | 4.0 | . | 3.7 | 4.6 | 2.0 | 1.0 | 0.206 | 2.4 | 50.8*

Filtered by structure, the compounds so far containing two or more sulfur atoms
No. | mol | KLK5 inh | Rad51 HR inh | FXIIa inh | Hck Nef HTS | Thrombin inh | FXIa inh | KCC2 mod | L929 necroptosis | TNF death inh
14 | Cc1ccc(C(=O)NCC(=O)NCCc2ccc(S(N)(=O)=O)cc2)s1 | -4.8 | -26.6 | 1.1 | -3.1 | -5.4 | 5.0 | -0.144 | 1.0 | 2.0
25 | CCOC(=O)c1sc(NCc2ccco2)c(-c2nc3ccccc3s2)c1N | 10.8 | -21.1 | 4.9 | 0.6 | -4.2 | -4.9 | -0.236 | 10.4 | 3.4
29 | O=C(NCc1n[nH]c(=S)n1-c1ccc(Cl)c(Cl)c1)c1ccc(S(=O)(=O)N2CCOCC2)cc1 | -10.2 | 13.9 | 2.3 | 18.7 | 1.6 | -0.8 | 0.113 | 1.0 | -0.1
32 | C=C(C)CSc1nnc2n(Cc3ccccc3)c(=O)c3c4c(sc3n12)CCC4 | 4.0 | . | 3.7 | 4.6 | 2.0 | 1.0 | 0.206 | 2.4 | 50.8*

(next part)
No. | mol | KLK5 inh | Rad51 HR inh | FXIIa inh | Hck Nef HTS | Thrombin inh | FXIa inh | KCC2 mod | L929 necroptosis | TNF death inh
33 | O=[N+]([O-])c1ccc2nc(-c3ccncc3)[nH]c2c1 | 3.4 | 13.7 | 6.1 | 22.6 | 2.2 | 11.9 | 0.684 | -0.5 | 1.0
34 | COC(=O)c1ccccc1NC(=O)CSc1[nH]c(=O)cc(C)c1C#N | 5.7 | 0.9 | 11.1 | 19.4 | -5.7 | 1.3 | -2.04 | 1.2 | -0.5
35 | CC1(C)C(=O)Nc2ccccc2N1C(=O)CN1C(=O)NC(CCc2ccccc2)C1=O (stereo not drawn) | 6.1 | -23.6 | 6.0 | 26.9 | -10.9 | -0.7 | -1.9 | 4.0 | 0.7
36 | CN(C)CCCNc1ncnc2c1cnn2-c1ccccc1 | -11.8 | -4.7 | 7.3 | 4.8 | -8.3 | -1.9 | -0.0353 | 0.7 | 3.5
37 | Cc1cc(NC(=O)CSc2nc3ccccc3c(=O)n2CCCC(=O)NCc2ccccc2)n[nH]1 | -5.5 | 2.6 | 6.7 | 1.7 | 3.2 | 5.5 | . | 1.9 | 3.4
38 | COc1ccc(-n2c(C)cc(C(=O)Cn3c(NCCO)nc4ccccc43)c2C)cc1 | -7.3 | -7.1 | 13.3 | -0.9 | -2.5 | 7.7 | 1.05 | -0.4 | -7.5
39 | O=C(CN1CCC(C(=O)O)CC1)Nc1ccccc1Oc1ccccc1 | -3.3 | -31.6 | 2.1 | -3.5 | 5.3 | 1.1 | -0.151 | 1.4 | 1.8
40 | Cc1cc(C)c2cc(C#N)c(NCCOC(=O)c3ccccc3C)nc2c1 | 3.6 | -2.6 | 12.6 | 9.7 | 2.3 | 20.3 | . | 0.0 | -5.0
41 | O=c1c2ccccc2nc(SCc2nnc(-c3ccccc3Br)o2)n1-c1ccccc1 | -20.8 | 7.1 | 21.3 | -4.6 | 2.0 | 10.2 | -0.0597 | -0.3 | -2.6
42 | COc1ccc(C2=NN(C(=O)CN3CCCCC3)C(c3ccc(OC)cc3)C2)cc1 (stereo not drawn) | 0.2 | 2.6 | 12.0 | 4.9 | 0.1 | 0.4 | -0.0377 | -0.4 | -2.1
43 | COc1ccc(N(CCC#N)S(=O)(=O)c2cccc3nsnc23)cc1 | -4.9 | . | 0.3 | -0.8 | -4.9 | -0.9 | 1.58 | . | -0.4
44 | CCN(CC)c1nc(N)n(CCSC(=S)N(C)C)c(=O)n1 | -5.0 | 10.7 | -3.3 | 4.3 | -6.0 | -4.8 | 0.275 | 1.1 | -0.6
45 | O=C(Nc1ccccc1)C1=C(O)CC(c2ccc(Cl)cc2)N2CCN=C12 (stereo not drawn) | -16.6 | 7.2 | 5.7 | 1.7 | -0.7 | 5.3 | -0.345 | 0.5 | 0.7
46 | CCc1c(C)nc(SCC(=O)N2CCc3ccccc32)[nH]c1=O | -16.6 | 4.0 | 4.9 | 2.5 | -4.6 | 4.2 | . | 0.9 | -0.2
47 | C=CCN(CC=C)C(=O)CN1C(=O)c2ccccc2C1=O | -18.6 | -22.0 | 0.2 | 2.0 | -1.1 | -5.1 | . | 0.1 | -0.3
